KinaseGlo FLuc: Counterscreen for Luciferase (Kinase-Glo TM) Inhibition | Luciferin 4-monooxygenase (Photuris pensylvanica), Q27757 | Kinase-Glo luciferase, ATP luminescence, 8 min | Potency, µM (top dose mostly 38.3 µM), for the others: at the highest dose activity change, negative = inhibition, usual class: inhibitors | actives 0.28% (n = 200,000) | AID 1379, 2008; note: potency is the fitted concentration of half-maximal effect; % is set by controls: 0 for no effect and ±100 for the full control effect; nearly all actives have a fitted effect of over 60% in size
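Luminescence was the read-out, taken after 8-minute incubation at ambient temperature. Luciferase turned over luciferin with 10 uM ATP in imidazole pH 7.2 buffer containing KCl, MgCl2, Tween 20 and BSA.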
LMNA splice mod: qHTS Assay for Modulators of Lamin A Splicing. actives 0.01% (n = 200,000). HeLa LMNA splicing GFP/RFP minigene ratio, 48 h. Potency, µM (highest dose often 46.1 µM), for the others: top-dose ratio change, negative = inhibition, actives largely listed as inhibitors; active = well fitted inhibition curve with a large enough effect in the signal ratio, with a control signal flat, not every such curve was filed as active; inconclusive = small, poorly fitted or top-dose-only effect, or effect the other way, or a change in a side signal; the % refers to the signal ratio; note: potency is the fitted concentration of half-maximal effect; % is set by controls: 0 for no effect and ±100 for the full control effect
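Read-out is the ratio of GFP to DsRed2 object intensity, acquired by 488 nm laser-scanning cytometry on HeLa lamin A-EGFP minigene reporter cells. Compound incubation 48 hrs at 37 °C in Opti-MEM with 2% FBS; DMSO 0.5% final.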
HTT ATP protect: qHTS Multiplex Assay to Identify Dual Action Probes in a Cell Model of Huntington: Cytoprotection (ATP) | PC12 HTT-Q103 induced, cytoprotection, ATP luminescence, 40 h | Potency, µM (series often up to 56.4 µM), inactives show cytoprotection (ATP increase), actives largely listed as activators | actives 0.14% (n = 230,000);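 note: potency is the fitted concentration of half-maximal effect; % of control where 0% means no effect; nearly all actives have a fitted effect of over 45% in size; toxic huntingtin expression switched on by the ecdysone agonist tebufenozide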
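Quantitative HTS on tebufenozide-induced (100 nM) PC12 cells expressing HTTQ103 exon 1–GFP; compounds tested as a concentration series; survival measured via cellular ATP.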
IMPase Li cell: qHTS Assay for Identifying the Cell-Membrane Permeable IMPase Inhibitors: Potentiation with Lithium | Potency, µM (series often up to 59.4 µM), for inactives: at the top dose activity, negative = IMPase inhibition, usual class: inhibitors | CHO-M1 cells, IP1 TR-FRET (IP-One), carbachol + lithium | actives 0.35% (n = 210,000);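 note: IP1 builds up when IMPase is blocked and the TR-FRET signal falls; potency is the fitted concentration of half-maximal effect; plate controls were basal vehicle for no effect and high inhibitor control for full effect; nearly all actives have a fitted effect of over 50% in size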
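CHO-M1, 2000 cells/well, 16–30 h culture; cpd + low Li+, 30 min 37C; lysis with d2-IP1/Eu-anti-IP1 Ab, 10 min RT; TR-FRET 665/620 ratio and 620 channel; AC50 via Hill.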
HttQ103 aggreg: qHTS Multiplex Assay to Identify Dual Action Probes in a Cell Model of Huntington: Aggregate Formation (GFP). PC12 HttQ103-GFP aggregates, Acumen cytometry, 40 h. Potency, µM (doses to about 46.1 µM), for the others: at the top dose activity change, negative = inhibition, usual class: inhibitors. actives 1.1% (n = 220,000). AID 1688, 2009; note: potency is the fitted concentration of half-maximal effect; % is set by controls: 0 for no effect and ±100 for the full control effect; nearly all actives have a fitted effect of over 60% in size
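Compounds (qHTS titration) were added to PC12 cells expressing an ecdysone-driven HTT exon 1 Q103–GFP fusion after induction with 100 nM tebufenozide. Aggregate formation was measured as GFP objects in cell lysates.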
CBFb RUNX1 block: qHTS Assay for Compounds Blocking the Interaction Between CBF-beta and RUNX1 for the Treatment of Acute Myeloid Leukemia; Runt-related transcription factor 1 (Homo sapiens) + Core-binding factor subunit beta …; AlphaScreen CBFb-His/RUNX1-biotin binding, biochemical; Potency, µM (series often up to 59.8 µM), for the others: at the highest dose activity, negative = inhibition, most hits filed as inhibitors; 230,000 tested, under 10 active; note: % of control where 0% means no effect
Target sequence (Q01196 whole entry, looked up): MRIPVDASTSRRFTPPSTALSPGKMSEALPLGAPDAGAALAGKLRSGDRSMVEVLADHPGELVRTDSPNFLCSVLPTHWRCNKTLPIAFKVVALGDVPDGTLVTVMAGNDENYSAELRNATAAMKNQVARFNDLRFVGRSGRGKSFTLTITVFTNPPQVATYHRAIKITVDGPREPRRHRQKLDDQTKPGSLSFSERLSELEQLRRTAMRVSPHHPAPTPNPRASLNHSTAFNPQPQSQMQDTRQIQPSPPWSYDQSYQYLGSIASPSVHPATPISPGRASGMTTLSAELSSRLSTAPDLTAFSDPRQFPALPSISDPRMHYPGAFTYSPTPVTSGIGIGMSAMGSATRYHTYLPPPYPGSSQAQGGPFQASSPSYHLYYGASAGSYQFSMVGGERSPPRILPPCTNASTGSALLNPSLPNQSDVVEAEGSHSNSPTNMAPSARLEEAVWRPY
Target sequence (Q13951 whole entry, looked up): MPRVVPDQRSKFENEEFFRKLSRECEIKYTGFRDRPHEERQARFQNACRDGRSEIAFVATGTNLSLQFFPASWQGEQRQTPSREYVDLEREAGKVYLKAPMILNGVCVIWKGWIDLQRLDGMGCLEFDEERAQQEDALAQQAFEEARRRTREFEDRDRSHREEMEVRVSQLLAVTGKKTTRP
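Proteins preincubated together for 20 min at RT before compound addition; 15 min later, nickel and streptavidin beads were added and left 90 min prior to AlphaScreen measurement.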
SMN2 splice enh: qHTS Assay for Enhancers of SMN2 Splice Variant Expression | HEK293 SMN2-luciferase splicing reporter, luminescence, 30-36 h | Potency, µM (highest dose often 46.1 µM), for the others: at the top dose activity change, positive = activation, hits mostly activators | actives 2.8% (n = 210,000) | AID 1458, 2008; note: potency is the fitted concentration of half-maximal effect; % of control where 0% means no effect; nearly all actives have a fitted effect of over 55% in size
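HEK293 cells carry an SMN2 minigene-luciferase reporter in which exon 7 inclusion puts luciferase in frame. Cells were seeded at 2000 cells/well, attached for 10-12 hours, then exposed to compounds for 30-36 hours at 37C before ONE-Glo luminescence.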
* = called active by the depositor; ? = inconclusive; · = no result given; [ ] = remark or other dose. Unless noted, calls come from the whole dose curve; as a rule, active = well fitted curve in the direction sought with a large enough effect; inconclusive = small, poorly fitted or top-dose-only effect, or another doubt; inactive = no such curve, though single readings can be large; an effect the other way counts as inactive or inconclusive.

SMILES	KinaseGlo FLuc	LMNA splice mod	HTT ATP protect	IMPase Li cell	HttQ103 aggreg	CBFb RUNX1 block	SMN2 splice enh
CCOc1ccccc1N1CCN(Cc2ccco2)CC1	-2%	8%	-10%	61%[activator][38.3 µM]	?	-2%	-35%[inhibitor]
NC(=O)CC[C@@H]1NC(=O)[C@@H]2CCCN2C(=O)c2cc([N+](=O)[O-])cc(I)c2NCCC[C@@H](C(N)=O)NC1=O	-1%	-4%	·	-4%	-21%	3%[2.36 µM]	2%
COc1cc(OC)c(C2SCCCS2)cc1OC	-5%	13%	·	15%	-11%	-7%	-17%
CCCN1CCN(C(=O)CN2C(=O)CC(C)(C)S(=O)(=O)c3ccccc32)CC1	1%	8%	2%	28%[38.3 µM]	10%	4%	6%
CCn1c(SCC(=O)OCc2ccccc2)nc2c1c(=O)n(C)c(=O)n2C	0%	1%	19%	8%[38.3 µM]	2%	3%	6%
COc1cc(SC)ccc1C(=O)NCCOc1ccc(Cl)cc1	3%	?	-14%[10 µM]	9%	-15%	11%	-11%
COc1ccc(-c2nnc(SC3CCOC3=O)n2C2CCCCC2)cc1OC (stereo not given)	-3%	9%	11%[10 µM]	-4%[38.3 µM]	-8%	4%	13%
Cc1nonc1NC(=O)CSc1nnc(-c2ccoc2C)n1C	-2%	0%	3%[10 µM]	-4%[38.3 µM]	-5%	1%	3%
CCOC(=O)C1=c2/c(=C/c3ccccc3OC)c(N)c(C#N)n2C(=O)C(c2ccccc2OC)S1 (stereo not given)	-1%	0%	0%	35%[activator][38.3 µM]	2%	2%	-3%
COc1cc(-c2[nH]ncc2CN(C)Cc2nonc2C)cc(OC)c1OC	·	·	-5%[10 µM]	3%	3%[9.22 µM]	13%	·
Cc1cccc(-c2nsc(SCC(=O)NCc3ccc4c(c3)OCO4)n2)c1	3%	?	5%[10 µM]	-2%	28%	0%	6%
COc1ccc(/C=C2/SC(=O)N(CCNC(=O)CC(NC(C)=O)c3ccccc3)C2=O)cc1 (stereo not given)	·	·	15%[10 µM]	·	8%[9.22 µM]	12%	·
Cc1nc(C(F)(F)F)c(C(=O)N/N=C(\N)c2cccnc2)s1	1%	·	-27%	-7%	11%	-1%	16%
CN(C(=O)CSc1nnc(-c2ccccc2)c(-c2ccccc2)n1)C1CCS(=O)(=O)C1 (stereo not given)	-2%	-2%	-3%[1.9 µM]	-5%	1%	-3%	-7%
O=C(COC(=O)c1ccc2ccccc2n1)Nc1cccc(S(=O)(=O)NC2=NCCCCC2)c1	-1%	-19%[46 µM]	-16%	4%	21%	1%	-1%
Cc1cc(C=NCCO)c(C)n1-c1cc(Cl)ccc1Cl	-1%	-1%[46 µM]	-30%	6%	-5%	-4%	8%
COc1ccc(NC(=O)C2CSC3c4ccccc4C(=O)N23)cc1 (stereo not given)	0%	?	6%[10 µM]	7%[38.3 µM]	10%	6%	-1%
CCc1cc(C(=O)NNC(=O)CCl)sc1C	-1%	·	?	-1%	?	9%	-44%[inhibitor]
COc1ccc([N+](=O)[O-])cc1N(CC(=O)NCc1ccco1)S(C)(=O)=O	-2%	-1%[46 µM]	?	-5%	-7%	7%	2%
O=C(Nc1cc(Cl)cc(Cl)c1)c1cccc(OC(F)F)c1	2%	?	-43%[inhibitor]	-3%[38.3 µM]	0%[9.22 µM]	7%	-17%

Of the compounds above, these contain a Cl atom.
SMILES	KinaseGlo FLuc	LMNA splice mod	HTT ATP protect	IMPase Li cell	HttQ103 aggreg	CBFb RUNX1 block	SMN2 splice enh
COc1cc(SC)ccc1C(=O)NCCOc1ccc(Cl)cc1	3%	?	-14%[10 µM]	9%	-15%	11%	-11%
Cc1cc(C=NCCO)c(C)n1-c1cc(Cl)ccc1Cl	-1%	-1%[46 µM]	-30%	6%	-5%	-4%	8%
CCc1cc(C(=O)NNC(=O)CCl)sc1C	-1%	·	?	-1%	?	9%	-44%[inhibitor]
O=C(Nc1cc(Cl)cc(Cl)c1)c1cccc(OC(F)F)c1	2%	?	-43%[inhibitor]	-3%[38.3 µM]	0%[9.22 µM]	7%	-17%

The list goes on.
SMILES	KinaseGlo FLuc	LMNA splice mod	HTT ATP protect	IMPase Li cell	HttQ103 aggreg	CBFb RUNX1 block	SMN2 splice enh
Cc1ccc(Cc2cnc(NC(=O)/C(C#N)=C/c3ccc(-c4ccccc4[N+](=O)[O-])o3)s2)cc1	-1%	5%	-17%	6%[38.3 µM]	19%	-5%	-24%
CC(C)(O)C1CC[C@@]2(C)C3CCC4[C@@]5(C)CCCC(C)(C)C5C(O)C[C@]4(C)[C@]3(C)CC[C@@H]12 (stereo not given in full)	-3%	-4%	·	-5%	·	·	-4%
CCOC(=O)Nc1ccc2c(COC(=O)CNS(=O)(=O)c3cccc(Br)c3)cc(=O)oc2c1	1%	18%	40%[10 µM]	?	18%	-15%	10%
O=C(N/N=C/C(Br)=C/c1ccccc1)c1cccnc1	·	·	-5%[10 µM]	·	28%[9.22 µM]	1%	·
COc1ccc(N(C(=O)c2cccnc2)S(=O)(=O)c2ccc3c(c2)n(C)c(=O)n3C)cc1	0%	-4%	-1%	17%[38.3 µM]	-7%	8%	-10%
O=[N+]([O-])c1cccc(Cl)c1N1CCOCC1	1%	12%	9%[10 µM]	-2%	-1%	-11%	3%
O=C1c2cccc(OCC(=O)N3N=C(c4cccs4)CC3c3ccc(F)cc3)c2CCN1Cc1ccccc1 (stereo not given)	6%	-6%	-12%[10 µM]	-2%	-12%	1%	-6%
CN(c1ccccc1C(=O)Nc1ccc(S(=O)(=O)N2CCOCC2)cc1)S(C)(=O)=O	0%	3%	31%[0.074 µM]	-5%	-17%	8%	-19%
CN1CCC(N(C)C(=S)Nc2ccc(F)cc2)CC1	-3%	10%[46 µM]	-4%[10 µM]	1%	4%	3%	-6%
NC(=O)CCN(Cc1ccccc1)S(=O)(=O)c1ccccc1	1%	6%	10%	-1%[38.3 µM]	0%	0%	-15%
COC(=O)NC(c1ccccc1)C1(C(=O)OC)C(=O)Cc2ccccc21 (stereo not given)	1%	·	-32%[inhibitor]	15%	·	7%	17%
O=S(=O)(c1cnccc1N1CCN(CCO)CC1)N1CCCC1	-2%[7.66 µM]	·	-1%[10 µM]	6%	·	·	-3%[9.22 µM]
Cc1ccc(CN2C(=O)CCC2C(=O)NCc2ccc3c(c2)OCO3)cc1 (stereo not given)	0%	2%[0.0737 µM]	-15%	0%[38.3 µM]	-6%	-12%	-3%
COc1ccccc1C(=O)NCCn1cc(SCC(=O)Nc2cc(C)on2)c2ccccc21	5%	?	15%[10 µM]	1%	3%	1%	-38%[inhibitor]
Cc1ccc(C)c(SCc2nc3sc(C(=O)O)c(C)c3c(=O)[nH]2)c1	·	·	-2%[10 µM]	·	-5%[9.22 µM]	14%	·
CC(C)CNc1ncnc2c1sc1nc(N3CCOCC3)c3c(c12)CC(C)(C)OC3	1%	-1%	-17%	-16%[38.3 µM]	20%	2%	-8%
CCC(=O)c1ccc(OCC(O)CN2CCCCC2)cc1 (stereo not given)	0%	-6%	-23%	0%[38.3 µM]	13%	-1%	-3%
CC(Sc1nncs1)C(=O)Nc1ccc(Cl)cn1 (stereo not given)	-1%	-9%	-12%[10 µM]	6%	2%	0%	-13%
COc1ccc(-c2nc(CS(=O)CC(=O)NCC3CCCO3)c(C)o2)cc1 (stereo not given)	-5%	-12%	-6%	0%[38.3 µM]	4%	-4%	2%
Cc1sc2c(=O)n3c(nc2c1C(=O)NC1CCCCC1)CCCCC3	6%	4%	-19%	17%[38.3 µM]	20%	-1%	13%
COC(=O)/C(=C\C(=O)c1ccccc1)Nc1cccc(C(F)(F)F)c1	-4%	13%	4%	1%[38.3 µM]	10%	-3%	-9%
Cc1cc(C)n(-c2nnc(C)c(=O)[nH]2)n1	0%	-3%	1%[10 µM]	-4%[38.3 µM]	2%	-6%	1%
Cc1ccc(NC(=O)CN(C)Cc2nc3ccccc3c(=O)[nH]2)c(Br)c1	-5%	0%	4%	22%[38.3 µM]	-3%	1%	-2%
O=C(CCCOc1ccccc1)Nc1nncs1	-4%	9%	-9%[10 µM]	5%[38.3 µM]	2%	-2%	-24%
O/N=C/c1ccc2cccc(O)c2n1	·	·	-8%[10 µM]	·	-2%[9.22 µM]	-12%	·
Clc1ccc(-n2ncc3c(N4CCCC4)ncnc32)cc1	-2%	6%	·	-13%	-6%	8%	-75%[inhibitor]
Cc1cc(C)c(NC(=O)Cc2ccc(-n3cccc3)cc2)c(C)c1	1%	7%	-25%[10 µM]	-2%	11%	7%	·
CCc1nnc(NC(=O)CSc2nc(C)cc(C)c2C#N)s1	2%	-18%[46 µM]	·	?	12%	18%	11µM*
COc1cc(-c2cc3nc(C)c(C)c(=O)n3[nH]2)cc(OC)c1OC	-8%	2%	-14%	8%[38.3 µM]	24%	5%	-4%
COc1ccccc1NC(=O)CSc1nncn1-c1cccnc1	3%	-6%	-15%[10 µM]	2%	-2%	-2%	-10%
C[C@H](O)Cn1cnc2c1c(=O)n(C)c(=O)n2C	-3%[17.1 µM]	-4%	-9%[40.3 µM]	-7%	-15%[20.6 µM]	-1%[21.7 µM]	3%[20.6 µM]
Cc1ccc(N/N=C(\Cc2nc3ccccc3[nH]2)c2ccccc2)cc1	-4%	?	0%[1.9 µM]	8%	?	-17%	?
O=C(COc1ccccc1)NC(NC(=S)Nc1ccccc1C(=O)O)C(Cl)(Cl)Cl (stereo not given)	1%	18%	-8%	0%[38.3 µM]	15%	-3%	2%
CN1CCN(C(=O)c2cc3c(C(F)(F)F)nn(C)c3s2)CC1	-1%	-8%	-1%[10 µM]	-2%	-22%	6%	12%

Already shown: entries from further up.
SMILES	KinaseGlo FLuc	LMNA splice mod	HTT ATP protect	IMPase Li cell	HttQ103 aggreg	CBFb RUNX1 block	SMN2 splice enh
Cc1cc(C=NCCO)c(C)n1-c1cc(Cl)ccc1Cl	-1%	-1%[46 µM]	-30%	6%	-5%	-4%	8%
COc1ccc(NC(=O)C2CSC3c4ccccc4C(=O)N23)cc1 (stereo not given)	0%	?	6%[10 µM]	7%[38.3 µM]	10%	6%	-1%

Compound activity deposited in PubChem BioAssay by National Center for Advancing Translational Sciences (NCATS).
